Source: PubChem (National Center for Advancing Translational Sciences (NCATS))
MBNL1 CUG block = inhibitors of human MBNL1 binding to CUG repeat RNA | Q9NR56 | TR-FRET MBNL1-His/biotin-(CUG)12 binding, 665/545 ratio | 280,000 compounds, 0.036% hits | AID 2675 | Potency, µM (titrated, usually from 57.5 µM), for inactives: at the top dose activity change, negative = inhibition, most hits filed as inhibitors; active means well fitted inhibition curve with a large enough effect in the signal ratio, with a control signal flat, not every such curve was filed as active; inconclusive means small, poorly fitted or top-dose-only effect, or effect the other way, or a change in a side signal; inactive means no such curve, though single readings can be large or run the other way; the % refers to the signal ratio; further: potency means the concentration at half of the fitted maximal effect; on the % scale 0 is the no-effect control and ±100 the full control effect
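Ratiometric TR-FRET (665 over 545 nm, excitation 340 nm) tracks disruption of MBNL1-His/biotin-(CUG)12 complex after 60 min at room temperature, with compounds at 92 nM to 58 uM final.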
Mito fusion yeast = blocks mitochondrial division or promotes mitochondrial fusion; Potency, µM (highest dose often 46.1 µM), inactives show at the highest dose growth rescue (activation), hits mostly activators; S. cerevisiae fusion-defective mutant growth rescue, CellTiterGlo 48 h; 320,000 compounds, 0.23% hits;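 further: potency means the concentration at half of the fitted maximal effect; % of control where 0% means no effect; nearly all actives have a fitted effect of over 45% in size; temperature-sensitive fusion mutants such as fzo1-1 at 37 °C on non-fermentable ethanol glycerol medium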
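Read-out: ATP-based luminescence (CellTiterGlo, 10 min ambient) reporting growth of fusion-defective ts yeast after 48 hours at 37C on glycerol/ethanol YPEG medium in the presence of compound.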
TCR activator = activators of T cell receptors; primary human leukocytes, anti-CD3, IL-2 HTRF, 48 h; Potency, µM (top dose mostly 9.22 µM), without a hit: at the highest dose activation of IL-2 secretion, most hits filed as activators; 330,000 tested, under 10 active; AID 504894; further: % of control where 0% means no effect
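Using a-CD3 beads without co-stimulation, primary human leukocytes were exposed to compounds for 48 hr. An HTRF IL-2 kit measured the cytokine, with europium-to-d2 energy transfer producing emission at 665nm upon 320nm excitation.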
A-T KAP1 phos = potential ataxia-telangiectasia treatment; 320,000 compounds, 0.19% hits; Potency, µM (series often up to 57.5 µM), for inactives: top-dose activation, hits mostly activators; […] A-T fibroblasts, KAP-1 phosphorylation AlphaLISA; neocarzinostatin DNA damage 30 min before lysis; further: potency means the concentration at half of the fitted maximal effect; % of control where 0% means no effect; nearly all actives have a fitted effect of over 45% in size
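hTERT-immortalized A-T patient fibroblasts ([…]), 500 cells/well in OPTI-MEM, 1% FBS, got compounds for 60 min, then NCS for 30 min at 37C. Lysates were then assayed for phospho-KAP-1 by AlphaLISA (anti-pKAP1 donor, anti-KAP1 acceptor beads), 6 hr at 25C.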
S-ASM inh = blocks human secretory acid sphingomyelinase; P17405; placental ASM, HMU-PC fluorogenic substrate, 60 min; Potency, µM (highest dose often 57.5 µM), without a hit: top-dose activity change, negative = inhibition, usual class: inhibitors; 340,000 compounds, 0.006% hits; AID 504937; further: potency means the concentration at half of the fitted maximal effect
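Human placenta-derived ASM enzyme was preincubated with compound for 10 minutes at room temperature, then given fluorogenic substrate HMU-PC0 (9 uM final) for 60 minutes at 37 °C; a pH 10 stop preceded fluorescence reading at Ex 386/Em 447 nm.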
TSHR antag = blocks TSH signaling through the human TSH receptor. 330,000 compounds, 0.2% hits. TSHR-expressing cells, TSH-stimulated cAMP HTRF, 2 h; active compounds read low. activity change, negative = inhibition, % at 11.5 µM. P16473. AID 504810;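 active means activity change below a set negative limit, meaning inhibition stronger than a set level, cut at about -70% in these data; inconclusive means activity change between two set negative limits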; further: on the % scale 0 is the no-effect control and ±100 the full control effect
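Read-out is FRET at 665 nm (cryptate excitation 337 nm) from a cryptate-tagged anti-cAMP antibody, competed by cell cAMP against cAMP-d2. Compounds are tested on freshly harvested TSHR cells challenged with 4nM TSH (EC80) for 2 hours at 37 deg C.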
Menin MLL FP TR = menin-MLL binding inhibition, Texas Red mutant peptide | O00255 | Menin + Texas Red MLL mutant peptide, fluorescence polarization | Potency, µM (top dose mostly 61.6 µM), inactives show top-dose FP activity change, negative = inhibition, hits mostly inhibitors | 270,000 compounds, 0.23% hits | AID 1768; active means well fitted inhibition curve with a large enough effect in the polarisation, with a control signal flat, not every such curve was filed as active; inconclusive means small, poorly fitted or top-dose-only effect, or effect the other way, or a change in a side signal; inactive means no such curve, though single readings can be large or run the other way; the % refers to the polarisation; further: potency means the concentration at half of the fitted maximal effect; % of control where 0% means no effect; many of its hits are not listed in these tables
Target sequence (O00255 whole entry, looked up): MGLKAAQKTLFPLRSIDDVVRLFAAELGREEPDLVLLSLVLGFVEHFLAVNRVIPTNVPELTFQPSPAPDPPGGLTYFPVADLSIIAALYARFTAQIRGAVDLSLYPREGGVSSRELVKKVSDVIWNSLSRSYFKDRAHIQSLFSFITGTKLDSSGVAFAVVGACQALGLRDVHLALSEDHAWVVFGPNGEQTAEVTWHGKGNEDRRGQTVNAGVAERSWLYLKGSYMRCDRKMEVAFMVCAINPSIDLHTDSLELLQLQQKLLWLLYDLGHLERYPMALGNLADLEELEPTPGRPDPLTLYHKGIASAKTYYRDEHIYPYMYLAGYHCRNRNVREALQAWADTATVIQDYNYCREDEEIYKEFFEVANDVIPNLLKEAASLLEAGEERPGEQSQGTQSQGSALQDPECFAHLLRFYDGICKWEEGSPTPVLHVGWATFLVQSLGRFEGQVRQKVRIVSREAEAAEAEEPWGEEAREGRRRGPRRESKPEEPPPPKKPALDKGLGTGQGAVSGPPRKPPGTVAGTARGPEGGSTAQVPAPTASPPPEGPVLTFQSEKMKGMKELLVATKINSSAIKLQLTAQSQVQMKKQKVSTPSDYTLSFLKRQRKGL
a7 integrin act = activates integrin-mediated alleviation for muscular dystrophy. alpha7betagal myoblasts, beta-gal FDG fluorescence, 48 h. Potency, µM (highest dose often 38.3 µM), for the others: at the top dose activation, hits mostly activators. 350,000 compounds, 0.064% hits;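 further: potency means the concentration at half of the fitted maximal effect; 100% = response of the positive control SU9516; nearly all actives have a fitted effect of over 60% in size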
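Alpha7betagal+/- myoblasts (passage 13) were plated 16-24 hr, then exposed to compounds (1:260 dilution of DMSO stock) for 48 hours at 37C. After MPER lysis, β-galactosidase reporter activity was read as FDG fluorescence (ex 480/em 540) after 30 minutes.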
PTAP TSG101 blk = blocks PTAP/TSG101 interaction to inhibit HIV-1 budding; Q99816; Fluorescence polarization, FITC-PTAP peptide / Tsg101 binding; Potency, µM (series often up to 115 µM), for inactives: at the highest dose activity change, negative = inhibition, most hits filed as inhibitors; 340,000 tested, under 10 active; AID 493005; active means well fitted inhibition curve with a large enough effect in the main read-out, with a control signal flat, not every such curve was filed as active; inconclusive means small, poorly fitted or top-dose-only effect, or effect the other way, or a change in a side signal; inactive means no such curve, though single readings can be large or run the other way; further: potency means the concentration at half of the fitted maximal effect; % of control where 0% means no effect
Target sequence (Q99816 whole entry, looked up): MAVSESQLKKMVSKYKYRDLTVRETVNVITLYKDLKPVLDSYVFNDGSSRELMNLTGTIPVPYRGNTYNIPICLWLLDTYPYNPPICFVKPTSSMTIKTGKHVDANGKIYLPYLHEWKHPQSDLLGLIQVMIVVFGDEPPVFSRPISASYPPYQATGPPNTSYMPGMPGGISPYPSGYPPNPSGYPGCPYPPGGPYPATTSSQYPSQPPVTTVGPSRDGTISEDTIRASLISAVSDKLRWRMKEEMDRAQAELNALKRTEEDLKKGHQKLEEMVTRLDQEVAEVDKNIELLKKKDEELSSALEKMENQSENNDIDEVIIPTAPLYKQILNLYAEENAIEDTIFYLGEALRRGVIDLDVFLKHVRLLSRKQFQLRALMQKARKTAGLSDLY
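Steps: Tsg101 binding domain dispensed (10 uM final), compounds pinned in DMSO, FITC-labeled PTAP-motif peptide added (50 nM final); after 20 min binding at room temperature, polarization measured.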
CXXC DNA block = MLL CXXC-DNA interaction inhibition. Potency, µM (highest dose often 115 µM), without a hit: at the highest dose activity change, negative = inhibition, hits mostly inhibitors. Q03164. 290,000 compounds, 0.037% hits. MLL-CXXC / FITC-HOXA9 DNA fluorescence polarization; active means well fitted inhibition curve with a large enough effect in the polarisation, with a control signal flat, not every such curve was filed as active; inconclusive means small, poorly fitted or top-dose-only effect, or effect the other way, or a change in a side signal; inactive means no such curve, though single readings can be large or run the other way; the % refers to the polarisation; further: potency means the concentration at half of the fitted maximal effect
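Purified MLL-CXXC (added from a 7 uM solution) was preincubated 5 min at ambient with pinned compounds in 50 mM Tris-HCl pH 7.5, 50 mM NaCl, 1 mM DTT, 0.05% BSA. Fluorescein-labeled HOX-A9 DNA (50 nM solution) followed, 30 min, then polarization read.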
* = called active by the depositor; i = inactive; ? = inconclusive; / = not tested or not shown; [ ] = dose if it differs, or a comment. Unless noted, the call rests on the fitted dose curve; in most records, active means well fitted curve in the direction sought with a large enough effect; inconclusive means small, poorly fitted or top-dose-only effect, or another doubt; inactive means no such curve, though single readings can be large; an effect the other way counts as inactive or inconclusive. Not all compounds are listed, so the mix of outcomes need not match the whole.

SMILES	MBNL1 CUG block	Mito fusion yeast	TCR activator	A-T KAP1 phos	S-ASM inh	TSHR antag	Menin MLL FP TR	a7 integrin act	PTAP TSG101 blk	CXXC DNA block
Cc1cc(C)c2nc(NC(=O)c3cccc(S(=O)(=O)N4CCc5ccccc54)c3)sc2c1	-23%	4%	-6%[46.1 µM]	4%	9%	-3	-12%	-16%	0%	-8%
CC1(C)C[C@@H]1C(=O)N/C(=C\CCCCSC[C@H](N)C(=O)O)C(=O)O	/	2%	-4%	-2%	4%	-1	1%	/	0%	-5%
COc1cccc(CN2CCN(Cc3ccc(C#CC(C)(C)O)s3)CC2CCO)c1 (centres undefined)	0%	2%	4%	0%	-1%	6	5%	23%	1%	3%
NC(=O)C1CCN(c2ccc(C(F)(F)F)cc2[N+](=O)[O-])CC1	?	3%	-1%	3%	-3%	11	-15%	26%	-9%	8%
CC(=O)Nc1ccc(NC(=O)Cn2nc(C(=O)Nc3ccc(C)cc3)ccc2=O)cc1	6%	3%	-4%	1%	-1%	-12	8%	8%	0%	8%
COC(=O)C1=C(C)N(c2ccc(F)cc2)C(=O)C1	0%	0%	/	3%	2%	4	-16%	23%	-7%	-1%
COc1ccc(C)cc1S(=O)(=O)N(C)CC(=O)NCc1ccccn1	-5%	-1%	0%	-3%	3%	2	10%	27%	-1%	0%
CC(NC(=O)C12CC3CC(CC(C3)C1)C2)C(=O)NCCN(C)C (centres undefined)	-5%	-2%	0%	1%	3%	6	0%	-10%	-4%	-11%
CC(=O)Nc1cccc(NC(=O)C2CCCN2C(=O)Nc2ccc(Cl)cc2)c1 (centres undefined)	0%	3%	1%	-4%	0%	-7	21%	-2%	-6%	0%
CCc1nc(N2CCN(C(C)=O)CC2)c2c3c(sc2n1)CCCC3	1%	13%	3%	-4%	9%	-9	-13%	-6%	-5%	-16%
COc1cc(Br)c(CN2C(=O)NC3(CCCCCC3)C2=O)cc1OC	0%	?	-1%	4%	5%	10	-29%	?	-4%	0%
COCCN(C(=O)CSc1nnc(-c2ccco2)n1C)c1c(N)n(CC(C)C)c(=O)[nH]c1=O	/	-3%	-23%	-24%	-4%	8	/	-24%	2%	/
CSCCC(N=C(NS(=O)(=O)c1ccc(C)cc1)c1ccccc1)C(=O)O (centres undefined)	-3%	4%	9%	-4%	4%	5	/	-23%	-3%	-3%
Cc1ccc(SCCC(=O)NCCSCc2ccccc2C)cc1	3%	-1%	-3%	12%	-1%	-8	-16%	9%	-4%	-16%
CCOc1ccc(S(=O)(=O)N2CN3CCN(C3)C2)cc1	6%	-1%	5%	12%	3%	13	-23%	0%	-2%	-7%
CCCC(=O)N(c1ccc2oc(C)c(C(C)=O)c2c1)S(=O)(=O)c1ccc(C(=O)O)cc1	-3%	5%	-15%	-3%	4%	-5	-8%	10%	-1%	43%[activator]
CC1(C)CC(=O)C(C(C2=C(O)CC(C)(C)CC2=O)c2ccco2)C(=O)C1 (centres undefined)	8%	2%	3%	-2%	-5%	-1	-1%	-9%	1%	?
COc1ccc(-c2coc3cc4oc(=O)cc(C)c4cc23)cc1F	13%	-2%	2%	3%	29%	11	?	24%	0%	-5%
Cc1ccc(-c2nn(C)c(=O)c3ccccc23)cc1S(=O)(=O)NCCN(C)C	-2%	2%	0%	0%	1%	1	-2%	-15%	-6%	0%
Cc1ccc(CSCC(=O)N2CCOCC2)cc1	-2%	1%	-6%	/	-2%	14	6%	-39%[inhibitor]	-2%	3%
CCc1nc2cccnc2n1-c1ccc(CC(=O)O)cc1	1%	5%	-6%	-9%	0%	3	-5%	6%	-5%	?
CCOc1ccccc1CNC(=O)C1CCN(c2nn3c(=O)cc(C)nc3s2)CC1	-3%	-1%	-2%	6%	5%	11	/	-17%	1%	4%
CC(=O)c1nn(-c2ccccc2)cc1C(=O)c1ccc(C)cc1	/	/	8%	/	-5%	/	/	-32%	-4%	/
COc1ccc(S(=O)(=O)Nc2cccc3c2O[C@H](CN(C)C(=O)Nc2ccc4c(c2)OCO4)[C@@H](C)CN([C@H](C)CO)C3=O)cc1	/	/	5%	-2%	4%	5	/	-4%	0%	/
Cc1cc(C)n(CC(=O)N/N=C/c2c[nH]c3ccccc23)n1	3%	-1%	6%	-1%	-3%	5	/	35%	0%	-4%

Carrying on:
SMILES	MBNL1 CUG block	Mito fusion yeast	TCR activator	A-T KAP1 phos	S-ASM inh	TSHR antag	Menin MLL FP TR	a7 integrin act	PTAP TSG101 blk	CXXC DNA block
COc1cc(OC)cc(C(=O)Nc2ccc(N3CCOCC3)cc2N2CCOCC2)c1	/	1%	12%	2%	3%	12	/	11%	-3%	/
CCC1(C)Cc2c(sc3c2c(=O)n(C)c2nnc(SCc4ccccc4)n32)CO1 (centres undefined)	2%	2%	-3%	-1%	4%	-12	1%	5%	-4%	2%
CCOC(=O)NNC(=O)C1CCC(C)CC1 (centres undefined)	-12%	5%	2%	8%	-2%	7	0%	?	-2%	3%
Cn1c(C(=O)OC(C(=O)NCc2ccco2)c2ccncc2)cc2sccc21 (centres undefined)	6%	-7%	7%	/	-1%	-4	-7%	3%	-9%	-6%
COCc1ccc(C(=O)NC2CC(C)(C)Cc3c2cnn3-c2ccc(OC)cc2)o1 (centres undefined)	2%	5%	6%	4%	-2%	-8	/	-8%	-2%	-11%
CCCCC(=O)Nc1nnc(S(=O)(=O)N(CC)c2ccccc2)s1	-7%	1%	2%	-4%	1%	-2	?	0%	-4%	17%
COCCNC(=O)/C(C#N)=C/c1ccc(C(=O)O)cc1	0%	-2%	-7%	-5%	2%	1	-1%	3%	-4%	3%
CSc1ncc(C(=O)NCCCc2ccccc2)c(C)n1	-3%	2%	3%	8%	20%	-3	-19%	19%	-10%	0%
CC(=O)N1CCN(c2ccc(NCc3ccc(-c4ccc(Br)cc4)o3)cc2)CC1	/	/	2%	11%	0%	-44	/	/	0%	/
NC(=O)Cn1nc([N+](=O)[O-])nc1Oc1ccccc1F	/	-1%	/	3%	3%	5	11%	3%	0%	1%
CCOC(=O)CNC(=O)N1CCCC(CCC(=O)NCc2ccc(F)c(F)c2)C1 (centres undefined)	-1%	5%	5%	15%	2%	31	-13%	-15%	0%	2%
CC1CCc2cc(F)ccc2N1C(=O)c1cnc2sccn2c1=O (centres undefined)	-1%	1%	-4%	2%	0%	7	0%	4%	-1%	0%
CC(C)NC(=O)NC(=O)CSc1nnc(-c2ccccc2F)n1N	-2%	-5%	0%	5%	5%	1	-20%	0%	-7%	-8%
COc1ccc(NC(=O)Cc2c(C(=O)O)n(C)c3ccccc23)cc1OC	-5%	-9%	-39%	-1%	1%	7	8%	-20%	-1%	9%
COc1ccc(C2C(C(=O)Nc3cc(C)on3)c3ccccc3C(=O)N2C)cc1 (centres undefined)	16%	-2%	/	2%	1%	6	-1%	-6%	-5%	5%
Nc1ccc(-c2nc3ncccc3o2)cc1	52%[activator]	2%	3%	7%	i	17	7%	0%	-2%	-1%
Cc1cc(C)cc(NC(=S)/C(=C(\[O-])c2ccc(Cl)cc2Cl)[n+]2ccccc2)c1	1%	-7%	-6%	-28%	3%	-11	41%[activator]	-17%	0%	10%
NS(=O)(=O)c1ccc(NC(=O)c2cccc3ccccc23)cc1	6%	0%	2%	5%	-2%	8	6%	0%	-3%	6%
C[C@H]1O[C@H](O[C@H]2[C@H](O[C@@H]3CC[C@@]4(C)C(CC[C@]5(C)C4CC=C4[C@@H]6CC(C)(C)CC[C@]6(C(=O)O[C@@H]6O[C@H](CO)[C@@H](O)[C@H](O)[C@H]6O)CC[C@]45C)C3(C)C)O[C@H](C(=O)O)[C@@H](O)[C@@H]2O)[C@@H](O)[C@@H](O)[C@@H]1O (some centres undefined)	/	0%	-5%	-17%	3%	-15	/	17%	0%	/
CC(=O)c1ccc(Sc2ccccn2)c([N+](=O)[O-])c1	?	7%	4%	12%	-2%	10	/	-13%	1%	-9%
COc1cc(C(=O)c2ccccc2C(=O)O)c(OC)c2c1CCCC2	/	/	2%	/	4%	/	/	3%	-9%	/
COc1ccc(-c2cc(C)no2)cc1S(=O)(=O)NCc1ccc(OC(C)C)cc1	-1%	-39%[inhibitor]	5%	-2%	-4%	35	20%	-13%	-1%	1%
